CSN deneddyl inh = inhibitors of human CSN-mediated cullin deneddylation | Q92905 | Purified CSN, SCF-Nedd8-OG deneddylation, fluorescence polarization | inhibition, % at 12.5 µM | 0.38% of 360,000 active;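 active = pattern-corrected inhibition above about 35%, with an unprinted fluorescence ratio check between 0.5 and 1.5, limit read from the data, passing the limit was not always enough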;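 also: 0% = enzyme with substrate and 100% = substrate without enzyme; some results filed as inactive read as strong as hits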
Target sequence (Q92905 whole entry, looked up, one chain of several): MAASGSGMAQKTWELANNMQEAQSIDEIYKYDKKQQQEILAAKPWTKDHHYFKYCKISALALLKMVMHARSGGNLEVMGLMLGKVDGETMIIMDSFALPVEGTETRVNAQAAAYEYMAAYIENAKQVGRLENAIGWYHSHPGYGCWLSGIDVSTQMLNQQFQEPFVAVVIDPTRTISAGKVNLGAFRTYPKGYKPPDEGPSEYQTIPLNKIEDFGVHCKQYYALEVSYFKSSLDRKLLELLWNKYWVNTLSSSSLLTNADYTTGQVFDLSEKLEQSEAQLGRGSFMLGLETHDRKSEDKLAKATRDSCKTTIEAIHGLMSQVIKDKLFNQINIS
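Assay system: HEK293T-derived human Csn5 enzyme; quantity: 0.24 nM enzyme; medium: Tris/NaCl/DTT buffer, pH 7.5; also added: substrate SCFSkp2-Nedd8OG, 10 nM; doses: 12.5 µM compound; schedule: 90 min reaction at room temperature; signal: FP; read-out: % inhibition of substrate cleavage by Csn5; benchmarks: substrate-only high control, full reaction low control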
LMPTP inh = blocks human LMPTP phosphatase. recombinant LMPTP-A, OMFP fluorogenic substrate, fluorescence intensity. inhibition, % at 20 µM. 0.22% of 360,000 active. AID 651560;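 active = compounds that cut the enzyme signal by at least half of the control window in the single-dose screen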;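 also: plate controls were DMSO wells with enzyme plus substrate for no effect and substrate without enzyme for full effect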
Target sequence (P24666 whole entry, looked up): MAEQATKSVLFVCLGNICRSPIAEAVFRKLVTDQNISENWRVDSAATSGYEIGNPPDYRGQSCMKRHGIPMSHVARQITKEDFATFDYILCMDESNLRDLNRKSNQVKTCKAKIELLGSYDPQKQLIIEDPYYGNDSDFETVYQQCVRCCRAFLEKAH
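Test system: LMPTP-A, protein tyrosine phosphatase of low molecular weight; Input: 0.625 nM enzyme; Incubation: 50 min dark incubation at room temperature; Signal: endpoint fluorescence intensity from OMFP dephosphorylation; Read-out basis: % inhibition versus control wells.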
NadD inh = NadD (S. aureus) enzyme inhibition. purified NadD enzyme, colorimetric absorbance read-out. inhibition, % at 20 µM. 0.78% of 360,000 active. AID 602399; in the data active = inhibition above about 26%; also: some compounds past the cut are filed as inactive
Scp-1 inhibitor = blocks human Scp-1 phosphatase activity. Q9GZU7. Recombinant Scp1, phosphopeptide, malachite green phosphate absorbance. inhibition, % at 20 µM. 0.88% of 340,000 active. AID 493091;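 active = inhibition above about 50% at 20 µM, limit read from the data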;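 also: plate controls were DMSO wells with enzyme for no effect and wells lacking enzyme for full effect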
Target sequence (Q9GZU7 76-261 limits assumed): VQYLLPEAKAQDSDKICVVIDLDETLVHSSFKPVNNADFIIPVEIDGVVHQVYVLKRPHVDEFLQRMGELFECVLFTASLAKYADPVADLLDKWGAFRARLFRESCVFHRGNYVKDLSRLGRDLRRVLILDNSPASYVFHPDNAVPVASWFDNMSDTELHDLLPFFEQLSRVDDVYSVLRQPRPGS
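Times: enzyme reaction 45 min at room temperature, colour 5 min, stabilisation 30 min. Material: SCP-1 catalytic fragment, aa 76-261. Medium: Acidic Tris acetate buffer with magnesium and detergent. Signal: colorimetric free-phosphate detection, absorbance 630 nm. Read-out basis: % inhibition of SCP-1 phosphate liberation. Reagent: Phosphorylated 17-residue peptide substrate.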
Neddyl block = blocks human cullin neddylation | calls only at 25 µM | P61081+Q13564 | 0.58% of 360,000 active | TR-FRET cullin neddylation, biochemical; in the data active = inhibition above about 36%
STEP block = inhibitors of human striatal-enriched phosphatase STEP; AID 588621; 0.25% of 360,000 active; recombinant STEP, OMFP fluorogenic substrate, fluorescence; inhibition, % at 20 µM;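 active = inhibition at 20 µM, scaled per plate between control wells, above about 37%, limit read from the data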;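 also: 0% = DMSO with enzyme and substrate and 100% = substrate only without enzyme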
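Test system: STEP tyrosine phosphatase / Reagent: OMFP at 25 µM / Doses: 20 µM, 1% DMSO / Read-out: percent inhibition scaled to no-enzyme and uninhibited-enzyme controls, plate-pattern corrected / Detection: FITC-channel fluorescence of OMFP product / Medium: Bis-Tris buffer pH 6.0, 2.5 mM DTT, 0.005% Tween 20 / Schedule: 20 min at room temperature, dark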
Rin1 Abl inh = blocks binding of human Rin1 to Abl; P00519+Q13671; TR-FRET Rin1/Abl binding, biochemical; inhibition, % at 7.35 µM; 0.4% of 360,000 active; AID 588664; in the data active = inhibition above about 5%, passing the limit was not always enough
Rpn11 inh = inhibitors of human proteasome Rpn11; human 26S proteasome, Ub4-pepOG fluorescence polarization; 20S core pre-blocked with epoxomicin; calls only at 20 µM; 0.59% of 360,000 active; AID 588493;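 active = inhibition at 20 µM, scaled to each plate's controls, above about 33%, limit read from the data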
SUMO1 PPI mod = modulators of human SUMO1-mediated protein-protein interactions; 0.33% of 360,000 active; inhibition, % at 20 µM; SUMO1 binding to a labelled peptide, TR-FRET, 1 h; P63165; AID 602429; in the data active = inhibition above about 37%
Target sequence (P63165 whole entry, looked up): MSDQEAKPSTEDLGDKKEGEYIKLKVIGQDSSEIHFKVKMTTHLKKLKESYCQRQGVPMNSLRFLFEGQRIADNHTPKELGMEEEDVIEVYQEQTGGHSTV
DNMT1 block = DNMT1 (human) enzyme inhibition. DNMT1 molecular beacon, Hinp1I cleavage, fluorescence. P26358. inhibition (reported as % activation of signal), % at 10 µM. 0.83% of 360,000 active; in the data active = inhibition above about 50%
Starred values were filed as active, the others as inactive; i = inactive; / = no result given.

SMILES	CSN deneddyl inh	LMPTP inh	NadD inh	Scp-1 inhibitor	Neddyl block	STEP block	Rin1 Abl inh	Rpn11 inh	SUMO1 PPI mod	DNMT1 block
CC(Sc1nnc(CC(=O)Nc2ccccc2F)n1C)C(=O)Nc1nccs1 (configuration not stated)	0	-1.4	7	-9	i	-4	-2	i	-5	0
Cc1ccccc1-n1nc(-c2cccnc2)cc1C(=O)NN	-1	-0.5	-5	-9	i	1	-5	i	16	-4
CCOc1ccccc1C(=O)Nc1ccc2nc3n(c(=O)c2c1)CCCCC3	0	1.5	-2	-4	i	11	-4	i	13	1
C/C(=C\C(=O)c1ccc(C)cc1)NCc1ccc(F)cc1	-3	2.0	0	0	i	3	-1	i	-1	-3
COc1ccc(/C=N/NC(=O)CCCOc2ccc(Cl)cc2Cl)cc1[N+](=O)[O-]	-1	3.5	-10	-4	i	1	-6	i	-2	-15
CCCC(=O)Nc1sc2c(c1C(=O)Nc1ccccn1)CCCC2	0	-0.2	-3	4	i	9	1	i	1	2
CSc1ccc(S(=O)(=O)NCCOc2ccccc2C)cc1	4	2.0	-7	-10	i	0	-5	i	2	-4
Cc1ccccc1NC(=O)c1nc(S(C)(=O)=O)ncc1Cl	-2	-1.7	-4	-5	i	2	-1	i	-3	2
O/N=C/c1cc(Br)ccc1OCc1ccc(F)cc1	3	2.0	-11	-12	i	1	0	i	-2	-11
CCCn1nnnc1SCC(=O)Nc1nnc(CC)s1	-4	-0.6	-6	0	i	4	-1	i	0	2
CCOCCCNC(=O)CN1C(=O)CSc2cc(S(=O)(=O)N3CCCCCC3)ccc21	4	-1.1	-1	0	i	-1	-1	i	0	-3
O=[N+]([O-])c1cccc(S(=O)(=O)[N-]c2nc3ccccc3nc2-n2cc[n+](Cc3ccccc3)c2)c1	7	0.9	6	10	i	-2	-2	i	7	1
COc1ccc(-c2noc(CNS(=O)(=O)c3ccc(NC(C)=O)cc3)n2)cc1OC	2	-0.8	-4	-3	i	1	-1	i	-1	1
C#CCOCCOCCOCCNc1nc(N2CCN(C(=O)CCCCCCCCCCNC(=O)[C@H](CCCCN)n3cc(C[C@@H](C)CC)nn3)CC2)nc(N2CCN(C(=O)CCCCCCCCCCNC(=O)[C@@H]([C@H](C)O)n3cc(C)nn3)CC2)n1	66*	6.8	43*	38	i	8	5	i	70*	-148
C#CCOCCOCCOCCNc1nc(N2CCN(C(=O)CCCCCCCCCCNC(=O)[C@@H](CCC(=O)O)n3cc(CCCCCN)nn3)CC2)nc(N2CCN(C(=O)CCCCCCCCCCNC(=O)[C@H]([C@@H](C)CC)n3cc(CCCCCN)nn3)CC2)n1	-5	-3.2	28	31	i	0	-1	i	-180	-53
Cc1cccc(C(=O)OCC(=O)c2ccc(CC(=O)N3CCOCC3)s2)c1C	12	5.2	11	85*	i	3	-3	i	-14	50*
COc1cc(/C=N/NC(=O)c2cccnc2)ccc1OC(=O)c1cccc(Br)c1	3	1.8	-9	-17	i	2	-3	i	-6	-7
O=c1cc(Cl)c(-c2ccccc2)n[nH]1	-1	0.3	-2	-5	i	1	-1	i	-5	-2
C/C(=N\NC(=O)c1cccc(S(=O)(=O)N2CCCC2)c1)c1ccc(OCC(=O)N(C)C)cc1	4	1.5	-6	-1	i	0	0	i	0	1
CCN1CCCC1CNC(=O)C1CCCN(S(=O)(=O)c2cccc3nsnc23)C1 (configuration not stated)	-2	-0.8	2	3	i	0	-4	i	-21	-2
Cc1ccc(-c2nn(-c3ccccc3)cc2/C=N/NC(=O)c2ccncc2)o1	-4	2.4	12	-7	i	0	-2	i	1	-5
C[C@@H]1C=C(C(=O)N2CCOCC2)O[C@H](OCc2ccc(CO)cc2)C1	-3	0.6	1	-1	i	-1	4	i	-1	-4
CCOc1ccccc1OCCCC(=O)Nc1cc(S(=O)(=O)N2CCCCC2)ccc1C	7	0.4	-5	/	i	0	0	i	3	0
O=C(O)Cc1ccc(O)c(F)c1	-6	-0.6	0	-9	i	-1	-4	i	-2	-2
Cc1c(C)c2ccc(OCC(=O)NC(Cc3ccc(Cl)cc3)C(=O)O)cc2oc1=O (configuration not stated)	7	-0.1	0	10	/	-1	-2	i	8	2
Cc1ccc(NC(=O)c2ccccc2)s1	-2	0.2	-1	-6	i	-1	-2	i	-1	0
COc1cc(C(=O)NCCCN2CCCC2=O)ccc1OCc1ccc(Cl)cc1Cl	0	-0.9	-8	-10	i	0	0	i	4	0
Cc1ccc(NC(=S)NCC2CCCO2)cc1C (configuration not stated)	-4	-1.0	-4	-15	i	2	1	i	-4	0
CC(=O)c1ccc(NS(=O)(=O)c2ccccc2)cc1	0	-0.5	-4	-8	i	-1	0	i	0	1
Cc1ccccc1NC(=S)NC(=O)c1cc(-c2ccccc2)nc2ccccc12	4	2.1	38*	3	i	4	3	i	-2	-6
CCN(CC(=O)Nc1ccc2c(c1)OCCO2)C(=O)/C=C/c1cc(Br)ccc1OC	-1	2.3	-1	/	i	4	-1	i	-2	-8
CCCNC(=O)C1(C)CCN(C(=O)c2ccc3ccccc3c2)C1 (configuration not stated)	3	-1.7	0	/	i	1	1	i	-5	1
O=C(OCc1cn(Cc2ccccc2)nn1)c1ccccc1	2	-0.4	-8	12	i	2	1	i	0	0
CCOc1cc(C(=O)N/N=C/c2cn(-c3ccccc3)nc2-c2cc3ccccc3o2)cc(OCC)c1OCC	8	-1.9	11	-16	/	5	3	i	1	1
COc1ccc(-n2c(SCC(=O)NCC3CCCO3)nc3c(c2=O)SCC3)cc1OC (configuration not stated)	0	-0.2	0	-5	i	2	1	i	-7	0
Clc1cccc(Cl)c1COc1ccccn1	2	-0.4	-2	-8	i	-6	3	i	3	-2
O=C(CN1CCc2ccccc21)NC(c1ccccc1)c1ccccc1	-2	0.5	26	-3	i	2	-3	i	-4	-3
C/C(=N/OCC(=O)Nc1ccccc1)c1cccs1	-1	0.2	-4	-5	i	2	1	i	1	0
c1sc2[n+](c1C13CC4CC(CC(C4)C1)C3)CCS2	-8	-1.8	2	-2	i	2	2	i	4	8
CCOC(=O)[C@H]1[C@H]2COc3ccc(Cl)cc3[C@@H]2N2C(=O)CN(Cc3ccco3)C(=O)[C@@]12C	0	-1.3	1	14	i	-2	0	i	4	8

Complete entries as entered above. Order of values: CSN deneddyl inh | LMPTP inh | NadD inh | Scp-1 inhibitor | Neddyl block | STEP block | Rin1 Abl inh | Rpn11 inh | SUMO1 PPI mod | DNMT1 block
`COc1ccc(-n2c(SCC(=O)NCC3CCCO3)nc3c(c2=O)SCC3)cc1OC` (configuration not stated) in the list: 0 | -0.2 | 0 | -5 | i | 2 | 1 | i | -7 | 0
`CCN(CC(=O)Nc1ccc2c(c1)OCCO2)C(=O)/C=C/c1cc(Br)ccc1OC` in the list: -1 | 2.3 | -1 | / | i | 4 | -1 | i | -2 | -8

Next part:
SMILES	CSN deneddyl inh	LMPTP inh	NadD inh	Scp-1 inhibitor	Neddyl block	STEP block	Rin1 Abl inh	Rpn11 inh	SUMO1 PPI mod	DNMT1 block
O=C(C=Cc1ccccc1F)c1ccccc1	17	1.5	-7	/	i	3	-1	i	0	5
CN1/C(=C/C=C/c2n(C)c3cc([N+](=O)[O-])c([N+](=O)[O-])cc3[n+]2C)C(C)(C)c2ccccc21	11	58*	0	/	i	24	-25	i	-16	6
Cc1ccccc1C(=O)NC1CCN(CC(=O)Nc2ccc3c(c2)OCCO3)CC1	0	0.9	1	-1	i	-1	-2	i	2	-4
COc1cccc(C(=O)CSc2nnnn2C2CCCCC2)c1	-1	-0.1	3	-16	i	-1	1	i	-1	-1

3 entries from above, reformatted.
Screens in order: CSN deneddyl inh, LMPTP inh, NadD inh, Scp-1 inhibitor, Neddyl block, STEP block, Rin1 Abl inh, Rpn11 inh, SUMO1 PPI mod, DNMT1 block
CN1/C(=C/C=C/c2n(C)c3cc([N+](=O)[O-])c([N+](=O)[O-])cc3[n+]2C)C(C)(C)c2ccccc21
→ 11, 58*, 0, /, i, 24, -25, i, -16, 6
Cc1ccccc1C(=O)NC1CCN(CC(=O)Nc2ccc3c(c2)OCCO3)CC1
→ 0, 0.9, 1, -1, i, -1, -2, i, 2, -4
COc1cccc(C(=O)CSc2nnnn2C2CCCCC2)c1
→ -1, -0.1, 3, -16, i, -1, 1, i, -1, -1

Screening results as filed in PubChem BioAssay.
